Screening data: PubChem, Broad Institute
Mtb BioA inh – inhibitors of Mycobacterium tuberculosis BioA enzyme; actives 0.096% (n = 360,000); inhibition, % at 9.99 µM; purified M. tuberculosis BioA enzyme, plate reader; in the data active = inhibition above about 40%
Active calls of the source: *. Some of the compounds tested, so the mix of outcomes need not match the whole.

SMILES | Mtb BioA inh
CO[C@H]1CN(C)C(=O)c2cc(NC(=O)Nc3ccc(Cl)c(Cl)c3)ccc2OC[C@H](C)NC[C@@H]1C | -0.3
CO[C@@H]1CN(C)C(=O)c2cc(NC(=O)c3cc(C)on3)ccc2OC[C@H](C)N(CC2CC2)C[C@@H]1C | -0.6
C[C@H](CO)N1C[C@H](C)[C@@H](CN(C)C(=O)Nc2ccccc2)Oc2ccc(NS(=O)(=O)c3ccc(Cl)cc3)cc2CC1=O | -2.3
C[C@@H]1CN([C@@H](C)CO)C(=O)c2cccc(N(C)C)c2O[C@@H]1CN(C)C(=O)Nc1ccc2c(c1)OCO2 | 0.6
COc1ccc([C@H]2C[C@H]3C(Br)=CC2C(=O)[C@]32CO2)cc1OC | 0.9
C[C@H](CO)N1C[C@H](C)[C@@H](CN(C)C(=O)Nc2ccccc2)Oc2ccc(N(C)C)cc2C1=O | -2.9
CC(=O)N1[C@H](CO)[C@@H](c2ccccc2)[C@@H]1CNC(=O)CN1CCOCC1 | 5.3
CCCNC(=O)Nc1ccc2c(c1)C(=O)N(C)C[C@H](OC)[C@H](C)CN(C(=O)C1CCOCC1)[C@H](C)CO2 | 4.3
Cc1noc(C)c1S(=O)(=O)Nc1ccc2c(c1)C(=O)N([C@@H](C)CO)C[C@H](C)[C@H](CN(C)S(=O)(=O)c1c(C)noc1C)OCCCC[C@@H](C)O2 | -2.9
CC(C)NC(=O)Nc1ccc2c(c1)CC(=O)N([C@@H](C)CO)C[C@H](C)[C@H](CN(C)C(=O)Nc1ccc(C(F)(F)F)cc1)O2 | -0.1
Cc1noc(C)c1S(=O)(=O)Nc1ccc2c(c1)CC(=O)N([C@H](C)CO)C[C@@H](C)[C@@H](CN(C)S(=O)(=O)c1ccc(Cl)cc1)O2 | 2.5
C[C@@H]1CCCCO[C@H](CN(C)Cc2ccc(C(=O)Nc3ccccc3N)cc2)[C@@H](C)CN([C@H](C)CO)C(=O)c2cc(NS(C)(=O)=O)ccc2O1 | -1.6

Continued (five carried over from the part before).
SMILES | Mtb BioA inh
CCCNC(=O)Nc1ccc2c(c1)C(=O)N(C)C[C@H](OC)[C@H](C)CN(C(=O)C1CCOCC1)[C@H](C)CO2 | 4.3
Cc1noc(C)c1S(=O)(=O)Nc1ccc2c(c1)C(=O)N([C@@H](C)CO)C[C@H](C)[C@H](CN(C)S(=O)(=O)c1c(C)noc1C)OCCCC[C@@H](C)O2 | -2.9
CC(C)NC(=O)Nc1ccc2c(c1)CC(=O)N([C@@H](C)CO)C[C@H](C)[C@H](CN(C)C(=O)Nc1ccc(C(F)(F)F)cc1)O2 | -0.1
Cc1noc(C)c1S(=O)(=O)Nc1ccc2c(c1)CC(=O)N([C@H](C)CO)C[C@@H](C)[C@@H](CN(C)S(=O)(=O)c1ccc(Cl)cc1)O2 | 2.5
C[C@@H]1CCCCO[C@H](CN(C)Cc2ccc(C(=O)Nc3ccccc3N)cc2)[C@@H](C)CN([C@H](C)CO)C(=O)c2cc(NS(C)(=O)=O)ccc2O1 | -1.6
C[C@H](CO)N1C[C@H](C)[C@@H](CN(C)CC2CC2)Oc2ccc(NS(C)(=O)=O)cc2CC1=O | -1.2
COc1ccc(C#Cc2cnc3c(c2)C(=O)N([C@H](C)CO)C[C@H](C)[C@H](CN(C)C(C)=O)O3)cc1 | 0.0
CO[C@H]1CC[C@@H]2CCOc3c(C#N)cccc3C(=O)N(C)CCCC(=O)N(C)C[C@H]1O2 | -2.1
O=C(O)[C@@H]1[C@@H](CO)[C@@H]2Cn3c(ccc(-c4ccccc4)c3=O)[C@H]1N2C(=O)C1CCCCC1 | -3.5
CCCC#Cc1ccc([C@@H]2[C@H]3CN(Cc4cncnc4)CCCCN3[C@H]2CO)cc1 | 2.8
CN1C(=O)c2cc(NC(=O)c3cnccn3)ccc2OC[C@H]2O[C@@H](CC(=O)O)CC[C@H]21 | 16
C[C@H]1CN([C@@H](C)CO)C(=O)c2cccc(NS(C)(=O)=O)c2O[C@H]1CN(C)S(=O)(=O)c1cccs1 | 0.3
CNC[C@H]1Oc2cc(C#CCN(C)C)ccc2S(=O)(=O)N([C@@H](C)CO)C[C@@H]1C | -1.7
COc1cccc(CNC(=O)C[C@H]2CC[C@H]3[C@H](COc4ccc(NC(C)=O)cc4C(=O)N3C)O2)c1 | 27
C[C@H](CO)N1C[C@H](C)[C@H](CN(C)C(=O)c2ccccc2)Oc2ncc(C#Cc3ccccc3)cc2C1=O | -0.9
CN1C(=O)c2cc(NC(=O)Nc3ccc(F)cc3)ccc2OC[C@H]2O[C@H](CC(=O)NC3CCC3)CC[C@@H]21 | 1.8
Cc1ccc(S(=O)(=O)N[C@H]2CC[C@H](CCn3cc(C4CCCC4)nn3)O[C@H]2CO)cc1 | 4.9
O=C(C[C@@H]1C[C@@H]2c3cc(NC(=O)Nc4ccc(F)cc4)ccc3O[C@@H]2[C@H](CO)O1)NCC1CC1 | 0.9
C[C@@H]1CCCCO[C@@H](CN(C)Cc2ccc(C(F)(F)F)cc2)[C@H](C)CN([C@@H](C)CO)C(=O)c2cc(NC(=O)NC3CCCCC3)ccc2O1 | -1.4
C[C@H](CO)N1C[C@H](C)[C@@H](CN(C)Cc2ccc(C(F)(F)F)cc2)OCCCC[C@H](C)Oc2ccc(N(C)C)cc2C1=O | 1.5
CCC(=O)N[C@@H]1C=C[C@@H](CC(=O)NCc2ccc(OC)cc2)O[C@@H]1CO | -0.8
C[C@@H]1CN([C@H](C)CO)C(=O)c2cc(C#CCC3CCCC3)cnc2O[C@@H]1CN(C)C(=O)CN(C)C | -1.5
CCC(=O)N1[C@@H]2CN(S(=O)(=O)c3ccccc3F)c3ccccc3[C@@H]2[C@@H]1CO | 1.5
C[C@@H]1CN([C@H](C)CO)C(=O)c2cc(NS(=O)(=O)c3cccs3)ccc2O[C@@H](C)CCCCO[C@H]1CN(C)S(=O)(=O)c1cccs1 | -2.0
COc1ccc(NC(=O)C(OC(=O)c2ccccc2)c2cccs2)cc1 (configuration not stated) | -0.3
C[C@@H]1CN([C@H](C)CO)C(=O)c2ccccc2-c2ccccc2CO[C@@H]1CN(C)S(=O)(=O)c1ccccc1C#N | 0.7
O=C(C[C@H]1C=C[C@@H](NS(=O)(=O)c2ccc(F)cc2)[C@@H](CO)O1)N1CCC(Cc2ccccc2)CC1 | 0.3
C[C@@H]1CCCCO[C@@H](CN(C)Cc2ccc(C(=O)O)cc2)[C@H](C)CN([C@@H](C)CO)C(=O)c2cc(NC(=O)C3CCCCC3)ccc2O1 | 2.0
Cc1ccc(S(=O)(=O)N[C@@H]2CC[C@@H](CC(=O)NCc3ccccc3F)O[C@H]2CO)cc1 | 4.5

Taken from the results shown, 5 compounds:
SMILES | Mtb BioA inh
C[C@@H]1CN([C@H](C)CO)C(=O)c2cc(C#CCC3CCCC3)cnc2O[C@@H]1CN(C)C(=O)CN(C)C | -1.5
CCC(=O)N1[C@@H]2CN(S(=O)(=O)c3ccccc3F)c3ccccc3[C@@H]2[C@@H]1CO | 1.5
C[C@@H]1CN([C@H](C)CO)C(=O)c2cc(NS(=O)(=O)c3cccs3)ccc2O[C@@H](C)CCCCO[C@H]1CN(C)S(=O)(=O)c1cccs1 | -2.0
COc1ccc(NC(=O)C(OC(=O)c2ccccc2)c2cccs2)cc1 (configuration not stated) | -0.3
C[C@@H]1CN([C@H](C)CO)C(=O)c2ccccc2-c2ccccc2CO[C@@H]1CN(C)S(=O)(=O)c1ccccc1C#N | 0.7

New compounds follow:
SMILES | Mtb BioA inh
CCC(=O)Nc1ccc2c(c1)OC[C@@H](C)N(C(=O)CN1CCOCC1)C[C@H](C)[C@H](OC)CN(C)C2=O | -1.2
CC(C)NC(=O)N(C)C[C@@H]1Oc2ncc(C#Cc3ccc(F)cc3)cc2C(=O)N([C@@H](C)CO)C[C@H]1C | 4.6
COc1ccc(S(=O)(=O)N(C)C[C@H]2OCCCC[C@H](C)Oc3ccc(NC(=O)Nc4c(C)noc4C)cc3C(=O)N([C@H](C)CO)C[C@H]2C)cc1 | -0.3
C[C@@H]1CN([C@@H](C)CO)S(=O)(=O)c2ccc(-c3ccccc3F)cc2O[C@H]1CN(C)C(=O)C1CC1 | 3.8
O=C(C[C@@H]1C[C@H]2c3cc(NC(=O)CC4CC4)ccc3O[C@H]2[C@H](CO)O1)NCC(F)(F)F | -1.4
CC(C)C#Cc1ccc2c(c1)O[C@H](CN(C)C(=O)c1ccccn1)[C@@H](C)CN([C@@H](C)CO)S2(=O)=O | 5.9
C[C@@H]1CN([C@H](C)CO)C(=O)Cc2cc(NC(=O)Cc3cn(C)c4ccccc34)ccc2O[C@H]1CN(C)C(=O)Nc1ccc(C(F)(F)F)cc1 | -1.1
CN(C)C(=O)[C@H]1[C@H](CO)[C@H]2Cn3c(ccc(-c4ccccc4)c3=O)[C@@H]1N2Cc1ccccn1 | 0.3
CCCNC(=O)N(C)C[C@@H]1Oc2ncc(-c3ccccc3F)cc2C(=O)N([C@@H](C)CO)C[C@H]1C | -1.1
CCCC#Cc1ccc2c(c1)O[C@H](CN(C)CC1CCOCC1)[C@@H](C)CN([C@H](C)CO)S2(=O)=O | 1.8
C[C@H](CO)N1C[C@H](C)[C@H](CN(C)C(=O)Nc2ccccc2)Oc2ccc(NC(=O)CCC(F)(F)F)cc2C1=O | -1.9
C[C@@H]1CN([C@@H](C)CO)C(=O)c2cccc(NC(=O)C3CC3)c2O[C@@H]1CN(C)CC1CC1 | -2.7
C[C@@H]1CN([C@H](C)CO)C(=O)c2cc(NC(=O)C3CCCCC3)ccc2O[C@@H](C)CCCCO[C@H]1CN(C)Cc1ccncc1 | 0.8
O=S(=O)(N[C@@H]1CC[C@H](CCn2cc(-c3cccnc3)nn2)O[C@H]1CO)c1ccccc1 | 12
O=C(C[C@@H]1CC[C@H](NS(=O)(=O)c2ccccc2)[C@H](CO)O1)N1CCc2ccccc2C1 | -0.9
O=C(NCC1CC1)[C@H]1[C@H](CO)[C@H]2Cn3c(ccc(-c4ccccc4F)c3=O)[C@@H]1N2Cc1ccncc1 | -1.1
Cc1ccc(S(=O)(=O)Nc2ccc3c(c2)C(=O)N([C@@H](C)CO)C[C@@H](C)[C@@H](CN(C)S(=O)(=O)c2c(C)noc2C)OCCCC[C@@H](C)O3)cc1 | 0.0
COC(=O)C[C@H]1CC[C@H]2[C@@H](COc3ccc(NC(=O)c4ccc(F)c(F)c4)cc3C(=O)N2C)O1 | 11
COc1ccc(CN(C)C[C@H]2OCCCC[C@H](C)Oc3ccc(NC(=O)Nc4ccc(F)cc4)cc3C(=O)N([C@H](C)CO)C[C@H]2C)cc1 | -2.0
C[C@@H]1CCCCO[C@@H](CN(C)C(=O)CCCN(C)C)[C@H](C)CN([C@@H](C)CO)C(=O)c2cc(NC(=O)Nc3ccc4c(c3)OCO4)ccc2O1 | 1.6
N[C@@H]1CC[C@H](CCn2cc(-c3ccccn3)nn2)O[C@H]1CO | -2.2
N#C[C@H]1[C@H](c2ccc(-c3cccc(F)c3)cc2)[C@H](CO)N1C(=O)CN1CCOCC1 | 0.6
C[C@H](O)C#Cc1ccc2c(c1)O[C@H](CN(C)C(=O)C1CC1)[C@@H](C)CN([C@H](C)CO)S2(=O)=O | 0.2
C[C@H](CO)N1C[C@H](C)[C@@H](CN(C)S(=O)(=O)c2ccccc2)Oc2c(NC(=O)c3ccc(-c4nccs4)cc3)cccc2C1=O | 0.2
Cc1ccccc1S(=O)(=O)N1CC[C@@H]2[C@@H](CO)Nc3ccc(-c4cccc(F)c4)cc3[C@@H]21 | 1.0
O=C(CN1CCOCC1)N[C@H]1CC[C@@H](CCNC(=O)C2CCCC2)O[C@@H]1CO | -1.8
CO[C@H]1CN(C)C(=O)c2cc(NC(=O)C3CCC3)ccc2OC[C@@H](C)N(C)C[C@H]1C | -1.7
O=C(NC[C@@H]1[C@@H](c2ccccc2)[C@H](CO)N1Cc1ccccn1)C1CC1 | -1.9
N#C[C@H]1[C@@H](c2ccc(C#Cc3ccc(F)cc3)cc2)[C@H](CO)N1C(=O)C1CCCC1 | 10
COc1ccc(S(=O)(=O)N[C@@H]2CC[C@@H](CCn3cc(-c4ccccc4F)nn3)O[C@H]2CO)cc1 | 5.5
COc1ccc(NC(=O)N(C)C[C@H]2Oc3ccc(NS(=O)(=O)c4c(C)noc4C)cc3C(=O)N([C@H](C)CO)C[C@H]2C)cc1 | -1.7
C[C@H](CO)N1C[C@H](C)[C@H](CN(C)S(=O)(=O)c2ccccc2)OCCCC[C@H](C)Oc2ccc(NC(=O)C3CCCCC3)cc2C1=O | -1.1
C[C@H]1CN([C@@H](C)CO)C(=O)c2cc(C#CC3CCCC3)cnc2O[C@@H]1CN(C)C(=O)C1CCCCC1 | -2.1
COc1ccc(NC(=O)N(C)C[C@@H]2Oc3ccc(NS(=O)(=O)c4ccc(Cl)cc4)cc3CC(=O)N([C@@H](C)CO)C[C@@H]2C)cc1 | -0.5
CCCNC(=O)Nc1ccc2c(c1)OC[C@H](C)N(CCC)C[C@H](C)[C@H](OC)CN(C)C2=O | 0.6
COc1ccc(NC(=O)N(C)C[C@@H]2Oc3ccc(NC(=O)Cc4ccccc4)cc3C(=O)N([C@H](C)CO)C[C@H]2C)cc1 | 1.8
CCC(=O)N(C)C[C@H]1Oc2cc(C#CC(C)(C)O)ccc2S(=O)(=O)N([C@@H](C)CO)C[C@@H]1C | -1.1
O=C(NCC[C@@H]1CC[C@H](NS(=O)(=O)c2cccc(F)c2)[C@H](CO)O1)C1CCCC1 | -2.3
COc1ccc(NC(=O)Nc2ccc3c(c2)C(=O)N([C@@H](C)CO)C[C@H](C)[C@H](CN(C)C(=O)Nc2ccc4c(c2)OCO4)O3)cc1 | -1.9
O=C(C[C@H]1CC[C@@H](NC(=O)NC2CCCCC2)[C@H](CO)O1)NCc1ccccc1 | 0.4
C[C@H]1CN([C@@H](C)CO)C(=O)c2cc(C#Cc3ccccc3F)cnc2O[C@H]1CN(C)C(=O)C1CCC1 | -1.6
COc1ccc(NC(=O)N(C)C[C@H]2Oc3ccc(NC(=O)CCC(F)(F)F)cc3CC(=O)N([C@@H](C)CO)C[C@@H]2C)cc1 | -1.2
O=C(C[C@@H]1C[C@H]2c3cc(NC(=O)NC4CCCCC4)ccc3O[C@H]2[C@H](CO)O1)NCC(F)(F)F | -1.7
CO[C@@H]1CN(C)C(=O)c2ccc(NC(=O)C3CCCC3)cc2OC[C@H](C)N(C(C)=O)C[C@H]1C | -2.1
